KB-3-1 cytotox = qHTS assay for MDR1-selective chemotherapeutics: Primary screen using the parental adenocarcinoma cell KB-3-1; KB-3-1 viability, CellTiter-Glo ATP luminescence, 72 h; Potency, µM (top dose mostly 46.1 µM), for the others: at the highest dose activity change, negative = cytotoxic, most hits filed as cytotoxic; 1.4% of 400,000 active; also: potency is read from the fitted curve at half-maximal effect; % is scaled to controls: 0 for no effect and ±100 for the full control effect; nearly all actives have a fitted effect of over 60% in size
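Cells are dispensed, compounds pinned in, plates held at 37 °C for 72 h, then CellTiter-Glo is added and luminescence read after 10 minutes. Cell line: parental KB-3-1 in phenol-red-free DMEM, 10% FBS.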
KB-V1 MDR tox = qHTS assay for MDR1-selective chemotherapeutics: Primary screen using the drug-selected MDR subline cells KB-V1 | 3.4% of 400,000 active | KB-V1 MDR cells viability, CellTiter-Glo, 72 h | Potency, µM (top dose mostly 46.1 µM), for inactives: top-dose activity change, negative = cytotoxicity, most hits filed as cytotoxic; also: potency is read from the fitted curve at half-maximal effect; % is scaled to controls: 0 for no effect and ±100 for the full control effect; nearly all actives have a fitted effect of over 60% in size
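Compound-treated KB-V1 multidrug-resistant cells, 72 h, 37 degrees C; viability by CellTiter-Glo. Fitted qHTS curves give the values.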
HT1080-NT tox = qHTS for induction of synthetic lethality in tumor cells producing 2HG: qHTS for the HT-1080-NT fibrosarcoma cell line. Potency, µM (highest dose often 46.1 µM), inactives show at the highest dose activity, negative = less viability, usual class: cytotoxic. 1.6% of 360,000 active. HT-1080-NT fibrosarcoma viability, CellTiter-Glo ATP luminescence, 48 h;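 also: NT is the 2HG producing partner of a matched IDH1 knockdown line; potency is read from the fitted curve at half-maximal effect; 0% = DMSO-treated cells and -100% = media-only wells without cells; nearly all actives have a fitted effect of over 55% in size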
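Viability by CellTiter-Glo luminescence after 48 h compound exposure at 37C of HT-1080-NT cells (750/well, RPMI, 5% FBS). % activity scaled between DMSO wells and medium-only wells, then curve-fitted and categorized by curve class.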
SW480 rerep = A quantitative high throughput screen for small molecules that induce DNA re-replication in SW480 colon adenocarcinoma cells | SW480 DNA re-replication, Hoechst DNA content imaging, 48 h | Potency, µM (highest dose often 46.1 µM), without a hit: at the top dose re-replication activation, actives largely listed as activators | 1.8% of 340,000 active; also: potency is read from the fitted curve at half-maximal effect; % of control where 0% means no effect; nearly all actives have a fitted effect of over 55% in size
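First, 250 cells per well were seeded. Next, compound or vehicle (23 nL) was pinned in, plates sat 48 hr at 37 C. Finally Hoechst was added for 40 min before fluorescence scanning.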
S2 tox = Viability Counterscreen for Primary qHTS for Inhibitors of ATXN expression. AID 651635, 2014. S2 cells (HEK-293 line with an ATXN2-luciferase reporter) viability, CellTiter-Fluor protease fluorescence, 24 h. Potency, µM (titrated, usually from 56.7 µM), most hits filed as cytotoxic. 0.49% of 400,000 active; also: potency is read from the fitted curve at half-maximal effect; nearly all actives have a fitted effect of over 40% in size
IL1B secr inh = qHTS for Inhibitors of Inflammasome Signaling: IL-1-beta AlphaLISA Primary Screen; THP-1 LPS/ATP IL-1B secretion, AlphaLISA, 16 h; hits give low values; activity change, % at 57.5 µM; 4.7% of 360,000 active; AID 743279, 2014; in the data active = activity change below about -50%; inconclusive = mostly about -30% to -49%; also: % is scaled to controls: 0 for no effect and ±100 for the full control effect
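THP-1 cells pretreated 1 hr with compounds (up to 57.5 uM final), then stimulated with LPS (250 ng/mL final) plus ATP (1.25 mM final); secreted IL-1B measured by AlphaLISA after 16 hr, decreased signal indicating inhibition.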
ATXN2 expr inh = Primary qHTS for Inhibitors of ATXN expression; HEK-293 ATXN2-luciferase reporter, luminescence, 24 h; Potency, µM (series often up to 57 µM), inactives show at the top dose activity change, negative = inhibition, hits mostly inhibitors; 0.72% of 360,000 active; AID 1745845, 2022; also: potency is read from the fitted curve at half-maximal effect; % is scaled to controls: 0 for no effect and ±100 for the full control effect; nearly all actives have a fitted effect of over 55% in size
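ATXN2-luciferase reporter cells (luciferase flanked by upstream and downstream ATXN2 gene portions) were treated 24 h at 37 °C with compounds at up to 57 uM. SteadyGlo luminescence gave expression; GF-AFC fluorescence gave viability.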
HT1080 IDH1KD tx = qHTS for induction of synthetic lethality in tumor cells producing 2HG: qHTS for the HT-1080-IDH1KD cell line | HT-1080 IDH1 knockdown viability, ATP luminescence, 48 h | Potency, µM (doses to about 46.1 µM), for inactives: top-dose activity, negative = toxicity, actives largely listed as cytotoxic | 2% of 360,000 active | AID 686971, 2013;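 also: potency is read from the fitted curve at half-maximal effect; 0% = DMSO wells and -100% = cell-free medium wells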
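Using the IDH1-knockdown HT-1080 line run in the same batch and compound series as the NT line, viability after 48 h at 37 °C was determined by CellTiter-Glo luminescence and expressed as % activity.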
MCF10A rereplic = A quantitative high throughput screen for small molecules that induce DNA re-replication in MCF 10a normal breast cells; AID 624296, 2012; 2.9% of 350,000 active; Potency, µM (highest dose often 46.1 µM), for inactives: top-dose activity, positive = re-replication, usual class: activators; MCF 10A DNA re-replication, Hoechst nuclear intensity, 48 h; also: potency is read from the fitted curve at half-maximal effect; % of control where 0% means no effect; nearly all actives have a fitted effect of over 50% in size
* marks the source's active call; other numbers are inactive results; i = inactive; ? = inconclusive; . = no result given; [ ] = another dose, or the depositor's remark. Unless noted, calls follow the shape of the dose curve; as a rule, active = well fitted curve in the direction sought with a large enough effect; inconclusive = small, poorly fitted or top-dose-only effect, or another doubt; inactive = no such curve, though single readings can be large; an effect the other way counts as inactive or inconclusive. Rows were taken by chance. About 11% of those tested had a hit in this group.

The first 3 compounds, to show the layout:
Results follow in this order: ATXN2 expr inh	KB-V1 MDR tox	MCF10A rereplic	SW480 rerep	HT1080-NT tox	S2 tox	HT1080 IDH1KD tx	KB-3-1 cytotox	IL1B secr inh
> Cc1nc(NC(=O)/C=C/c2ccccc2)sc1C(=O)NCCO
    7.8%	2.7%	0.4%	-3.0%	-0.3%	i	3.9%	-9.8%	6.5
> C[C@H](CO)N1C[C@H](C)[C@@H](CN(C)C(=O)NC2CCCCC2)Oc2c(NC(=O)C3CC3)cccc2C1=O
    -0.6%	9.9%	-1.1%	-4.5%	3.1%	i	4.8%	12.9%	21.3
> Cc1ccc(C(=O)NC(O)C(Cl)Cl)cc1 (stereo unspecified)
    -0.5%	1.5%	-33.7%[inhibitor]	-4.9%	0.3%	?	20.4%	6.1%	6.1

The whole of this part (from the top)
Results follow in this order: ATXN2 expr inh	KB-V1 MDR tox	MCF10A rereplic	SW480 rerep	HT1080-NT tox	S2 tox	HT1080 IDH1KD tx	KB-3-1 cytotox	IL1B secr inh
> Cc1nc(NC(=O)/C=C/c2ccccc2)sc1C(=O)NCCO
    7.8%	2.7%	0.4%	-3.0%	-0.3%	i	3.9%	-9.8%	6.5
> C[C@H](CO)N1C[C@H](C)[C@@H](CN(C)C(=O)NC2CCCCC2)Oc2c(NC(=O)C3CC3)cccc2C1=O
    -0.6%	9.9%	-1.1%	-4.5%	3.1%	i	4.8%	12.9%	21.3
> Cc1ccc(C(=O)NC(O)C(Cl)Cl)cc1 (stereo unspecified)
    -0.5%	1.5%	-33.7%[inhibitor]	-4.9%	0.3%	?	20.4%	6.1%	6.1
> O=C(COc1ccc2ccccc2c1)N1CCN(c2ccccc2O)CC1
    -1.3%	-17.7%	6.0%	-0.6%	-8.6%	i	-12.1%	0.8%	-13.2
> Cc1ccc(S(=O)(=O)N2c3ccccc3OCC2C(C)(C)C)cc1 (stereo unspecified)
    -9.3%	?	9.0%	2.3%	-13.1%	i	?	?	-24.5
> COc1cc(/C=C2\SC(=S)N(Nc3ccccc3)C2=O)cc(OC)c1OC
    -14.9%	-5.9%	23.8%	-9.1%	?	i	?	9.0%	-15.5
> COCCOC(=O)C1=C(C)OC(N)=C(C#N)C1c1ccco1 (stereo unspecified)
    4.8%	22.1%	2.2%	-3.5%	-0.9%	i	0.5%	-5.9%	6.1
> Cc1cc(C)n(-c2nc3nonc3nc2Nc2cccc(C)c2C)n1
    .	-3.9%	-0.1%	-3.3%	3.4%	i	0.2%	-2.4%	10.1
> O=c1c2ccccc2nnn1CSc1nnc(-c2ccco2)o1
    18.0%	-12.8%	1.4%	-1.8%	-6.0%	i	-1.6%	-2.5%	-12.9
> CCc1ccc(C(=O)CN2C(=O)NC3(CCOc4ccccc43)C2=O)s1 (stereo unspecified)
    -2.4%	8.9%	?	-22.2%	-11.9%	i	-5.7%	2.2%	-20.1
> CCc1nc2ccc(C(=O)N3CCN(C(C)=O)CC3)cn2c1N(CC)C(=O)NCCc1ccccc1
    -15.8%	-3.5%	.	.	0.4%	i	18.4%	?	-14.2
> O=C(O)CCCC(=O)N1CCN(c2nc(-c3ccccc3Cl)c3cc(Br)ccc3n2)CC1
    .	13.3%	?	-12.9%	-16.3%	i	?	-7.9%	11.9
> Oc1ccc(C[C@H]2CNCCN2CC2CCCCC2)cc1
    3.4%	-12.5%	-25.4%	11.9%	-0.7%	i	-12.1%	0.0%	-9.2
> COC(=O)c1cc(=O)n2c(sc3ccccc32)c1C#N
    1.1%	20.0%	20.6µM*	23.1µM*	-6.9%	i	16.1%	1.0%	19.1
> O=C(c1cccc(Cl)c1)N1CCN(CCc2ccccn2)CC1
    2.5%	-10.2%	.	.	.	i	.	0.0%	.
> O=C(Nc1ccc(N2CCOCC2)c(S(=O)(=O)Nc2cc(Cl)ccc2Cl)c1)c1cccnc1
    .	?	6.8%	-8.2%	0.0%	.	-0.2%	-0.1%	24.2
> COc1cc(CC(=O)NCC2CCCCC2)cc(OC)c1OC
    3.9%	1.8%	3.1%	4.3%	13.4%	i	16.7%	9.4%	18.2
> CCCCn1c(N)c(N(CC)C(=O)c2cc(Br)ccc2Cl)c(=O)[nH]c1=O
    -18.5%	-11.0%	3.2%	4.2%	4.0%	i	-2.6%	0.0%	2.8
> Cc1cc2nc(-c3ccc(SCc4ccccn4)nc3)[nH]c2cc1C
    ?	16.4µM*	?	?	?	?	?	0.0%	-85.3*
> COc1cc(N2CCCC2)c(OC)cc1/C=C(/C#N)c1cccc(F)c1
    8.2%	16.4µM*	10.1%	8.0%	-2.7%	i	-1.1%	?	-7.3
> CC1CCCN(CC(O)COCc2ccc3c(c2)OCO3)C1 (stereo unspecified)
    -24.0%	-4.8%	-0.4%	-3.2%	-2.5%	i	10.5%	16.8%	-3.6
> CC1Cc2ccccc2N1C(=O)Cn1cnc2c1c(=O)n(C)c(=O)n2C (stereo unspecified)
    -6.8%	?	12.3%	-35.5%[inhibitor]	-3.4%	i	-4.1%	-6.2%	i

Sorted by value in IL1B secr inh (descending): some entries from above.
compound	IL1B secr inh
COC(=O)c1cc(=O)n2c(sc3ccccc32)c1C#N	19.1
COc1cc(CC(=O)NCC2CCCCC2)cc(OC)c1OC	18.2
Cc1nc(NC(=O)/C=C/c2ccccc2)sc1C(=O)NCCO	6.5
